HSF-1 act: HSF-1 activators, primary screen, NIH3T3-HGL cells, MG132 stress, luminescence, single point; actives 1.7% (n = 300,000); activation, % at 9 µM; NIH3T3-HGL HSF-1 luciferase reporter, 8 h; 100% = twice DMSO control signal; AID 504408, 2011;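 active = mean replicate activation of at least 50% with a set share of replicates each reaching 50%; inconclusive = only one of those two conditions met; inactive = mean below 50% and too few replicates reaching it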;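 note: 0% = median of the neutral control wells and 100% = twice that signal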
HIF activator: HIF pathway transcriptional activators, primary screen, cell-based, U2OS HRE-luciferase, luminescence; U2OS HRE-luciferase reporter; normalized: DMSO 0%, desferrioxamine 100%; AID 1910, 2009; actives 0.32% (n = 300,000); activation, % at 7.5 µM (by protocol);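 active = mean activation of at least 10% of the iron chelator positive control signal, with at least half of replicates also reaching 10%; inconclusive = mean and replicate majority disagree about reaching 10%; inactive = mean and most replicates under 10%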
Platelet DG rel: inhibitors of platelet dense granule secretion, primary screen, cell-based, MLPCN, human platelets; inhibition, %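 (compounds screened at 7.5 µM in platelet-rich plasma)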; AID 1663, 2009; actives 0.22% (n = 300,000); human platelet-rich plasma, SFLLRN dense granule ATP release, luminescence;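 active = mean replicate score, as percent of positive control, at or above 50; inconclusive = mean below 50 but at least one replicate at or above 50; inactive = mean and every replicate below 50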
HDAC3 inhib: HDAC3 deacetylase inhibitors, primary screen, biochemical, fluorescence, cell-free homogeneous; AID 2718, 2010; Histone deacetylase 3 (Homo sapiens), O15379; recombinant HDAC3, fluorogenic peptide/trypsin coupled; actives 0.15% (n = 320,000); inhibition, % at 8.3 µM; in the data active = inhibition above about 26%, passing the limit was not always enough; inconclusive = no clear call, values can overlap the other calls
Target sequence (O15379 whole entry, looked up): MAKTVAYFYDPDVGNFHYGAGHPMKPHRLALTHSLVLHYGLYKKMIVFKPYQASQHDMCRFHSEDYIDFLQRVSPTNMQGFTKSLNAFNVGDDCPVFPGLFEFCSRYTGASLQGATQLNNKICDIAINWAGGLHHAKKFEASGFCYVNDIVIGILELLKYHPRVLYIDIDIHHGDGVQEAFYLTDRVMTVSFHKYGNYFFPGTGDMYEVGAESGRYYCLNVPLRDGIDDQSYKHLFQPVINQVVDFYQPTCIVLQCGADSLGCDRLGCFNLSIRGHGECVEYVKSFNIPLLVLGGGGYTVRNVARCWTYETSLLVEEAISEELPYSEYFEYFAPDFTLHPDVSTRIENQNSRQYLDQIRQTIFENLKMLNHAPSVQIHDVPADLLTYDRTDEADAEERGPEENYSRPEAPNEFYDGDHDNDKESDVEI
IEC-6 cytotox: cytotoxicity in IEC-6 intestinal epithelial cells, primary screen, cytotoxicity control for KLF5 inhibitor project, cell-based, luminescence. inhibition, % at 5 µM. AID 1825, 2009. actives 0.78% (n = 290,000). IEC-6 cytotoxicity, luminescence viability; in the data active = inhibition above about 22%;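 note: 0% = plate median of test compound wells and 100% = cytotoxic reference compound wells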
HSF1 inh: HSF1 inhibitors in luciferase reporter cells, primary screen, cell-based, NIH3T3, luminescence; activity change, negative = inhibition, % at 7.5 µM (by protocol); actives 0.77% (n = 300,000); NIH3T3-HGL HSE-luciferase, MG132-induced, luminescence 8 h; active compounds read low; AID 2098, 2009;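 active = more than half of replicate wells show activity change below -50%, luminescence cut by over half; inconclusive = some wells, but at most half, below -50%; inactive = no replicate well below -50%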;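 note: luciferase reports HSF-1 transcriptional activity via heat shock element; 0% = median of DMSO wells and -100% = zero luminescence signal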
HSP90 refold inh: HSP90 inhibitors, primary screen, cell lysate, luminescence; Heat shock protein HSP 90 (rabbit reticulocyte lysate; luciferase refolding); Rabbit reticulocyte lysate, luciferase refolding luminescence, 3 h; inhibition, % at 5.6 µM; actives 0.91% (n = 290,000);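 active = inhibition above the screen-wide mean plus 3 SD, computed separately per campaign, cut at about 16% in these data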;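 note: 0% = DMSO wells and 100% = 60 µM geldanamycin wells; inhibitors lower the luminescence because luciferase stays unfolded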
KLF5 inh: KLF5 expression inhibitors, primary screen, DLD-1 cells, luminescence; actives 0.23% (n = 290,000); DLD-1 KLF5 promoter-luciferase reporter; inhibition, % at 5 µM; AID 1700, 2009;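 active = inhibition above a per-plate limit of that plate's mean compound inhibition plus 3 SD, cut at about 60% in these data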;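 note: 0% = DMSO wells and 100% = LY294002 at 200 µM; higher means less KLF5 promoter-driven luciferase light; inactives centre near -14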
aSyn 5UTR inh: MLPCN primary screen, SNCA 5' untranslated region; alpha-synuclein 5'UTR reporter, inhibitor activity; inhibition, % (tested at 7.5 µM); actives 0.82% (n = 300,000); AID 1813, 2009; in the data active = inhibition above about 60%; inconclusive = no clear call, values can overlap the other calls;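 note: H4 neuroglioblastoma cells stably carrying SNCA 5'UTR luciferase fusion; 0% = DMSO wells and 100% = positive control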
AI-2 QS mod: Vibrio harveyi AI-2 quorum sensing modulators, primary screen, JMH597 strain, luminescence/OD600 ratio | actives 0.4% (n = 300,000) | Vibrio harveyi JMH597 AI-2 luminescence/OD600 ratio, 9 h; active compounds read low; strain lacks LuxN and CqsS sensors; 0 = neutral-control median | activity change, % at 7.5 µM | AID 2094, 2009; in the data active = activity change below about -75%, passing the limit was not always enough; inconclusive = no clear call, values can overlap the other calls;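 note: luminescence divided by OD600 gain over 9 h not by final OD600 alone; inactives centre near 13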
Starred values were filed as active, the others as inactive; ? = inconclusive; / = no result given.

entry	SMILES	HSF1 inh	HIF activator	AI-2 QS mod	HSF-1 act	HSP90 refold inh	aSyn 5UTR inh	IEC-6 cytotox	KLF5 inh	HDAC3 inhib	Platelet DG rel
1	C=CCNC(=O)c1ccc(NC(=O)C2=CSCCO2)cc1	13.7	0.6	-0.8	23.8	16.7*	-5.8	-2.5	-34.5	1.2	21.0
2	CCN(CC)S(=O)(=O)c1cc(C(=O)OCC(=O)Nc2c(F)cccc2F)ccc1F	10.8	-0.5	24.8	0.3	-0.8	7.1	7.0	-32.2	-0.6	1.4
3	CNC(=S)N(C)[C@H]1c2c(ccc3ccccc23)OC[C@H]1CO	-9.4	1.0	1.4	3.8	-1.1	-5.5	1.1	-13.1	3.7	-3.6
4	COc1cc(COCC(O)CN2CCN(CCN3C(=O)c4cccc5cccc(c45)C3=O)CC2)cc(OC)c1OC (centres undefined)	88.4	0.0	10.9	115.2*	-0.3	-15.3	-1.3	-3.4	-0.5	-7.4
5	COc1ccc(C(=O)Nc2ccccc2N2CCCCC2)cc1[N+](=O)[O-]	-10.3	-0.5	16.0	-6.1	2.1	32.9	3.4	6.8	6.7	9.9
6	CCOC(=O)Nc1nnc(-c2cccc(OC)c2)s1	10.0	1.4	20.3	0.3	1.6	-82.9	3.1	-9.3	-24.2	1.3
7	CCCN1CCN(C(=O)c2c(Cl)cnn2C)CC1	3.6	-0.1	23.7	-11.7	-3.0	10.3	4.2	-5.8	10.2	-2.7
8	Cc1cc(/C=N/n2cnnc2)c(O)c([N+](=O)[O-])c1	-3.3	-0.4	16.6	-2.7	-3.6	-44.0	2.6	-46.2	-1.8	4.2
9	COc1ccc(S(=O)(=O)NC2CCCC2)cc1C(N)=O	-9.8	-0.4	3.8	5.4	-3.4	13.0	-2.1	-11.0	3.3	-1.3
10	C/C(=N/NC(=O)c1ccc(C(C)(C)C)cc1)c1cccnc1	2.5	0.1	23.7	-1.8	/	-8.0	/	/	7.1	-4.0
11	CC(C)CN(CCCNC(=O)CN1C(=O)COc2ccc(S(=O)(=O)N3CCCCCC3)cc21)CC(C)C	7.9	-0.4	3.3	5.7	-0.1	-1.0	1.4	-41.8	-2.1	2.6
12	O=C(Nc1ccc(NC(=O)c2ccc(Cl)cc2Cl)cc1)c1ccc2c(c1)OCO2	-10.2	-0.1	23.6	4.2	4.0	10.7	2.3	-44.0	-3.4	1.8

Later entries
entry	SMILES	HSF1 inh	HIF activator	AI-2 QS mod	HSF-1 act	HSP90 refold inh	aSyn 5UTR inh	IEC-6 cytotox	KLF5 inh	HDAC3 inhib	Platelet DG rel
13	CCN(CC)S(=O)(=O)c1cc(C(=O)n2cccn2)c(Cl)cc1Cl	5.0	-0.2	16.3	18.5	3.7	-0.4	-0.1	-11.0	0.3	-2.5
14	CCCn1cnnc1CNC(=O)C1CCC(=O)N(CCCc2ccccc2)C1 (centres undefined)	-1.0	-0.4	9.2	15.1	0.6	-7.7	1.7	-29.1	-1.5	-0.3
15	N/C(=N\OC(=O)COc1ccc(Cl)cc1)c1ccc(Cl)cc1	2.9	0.3	8.8	2.2	0.3	4.1	-3.7	-9.8	-8.0	-2.0
16	CCOC(=O)c1ccc(NC(=O)Cn2ncc(Cl)c(Cl)c2=O)cc1	-93.5*	-1.0	-95.6*	-94.2	3.0	-2.2	34.6*	-0.6	/	2.3
17	Cc1ccc(COC(=O)CCN=C2NS(=O)(=O)c3ccccc32)cc1	0.8	1.5	23.6	-5.4	/	17.5	/	/	-4.1	0.8
18	COc1ccccc1CNC(=O)CNC(=O)Cn1cnc2ccccc2c1=O	-10.7	-0.5	22.2	2.5	6.1	14.8	3.0	3.8	3.0	2.2
19	Oc1ccc(C=Nc2cccc3ncccc23)c(O)c1	13.6	0.9	13.1	38.5	7.4	-21.0	18.4	-21.0	0.3	5.7
20	Cc1ccc2c(=O)oc(N(C)C)nc2c1	0.3	0.2	25.2	4.9	-2.5	-15.1	10.3	-31.5	7.2	-0.2
21	Cc1ccc(S(=O)(=O)N2CCN(C(=O)CCC(=O)NCCc3ccc(F)cc3)CC2)cc1	9.8	-0.3	7.3	0.3	4.0	-15.2	-1.1	-22.0	-4.8	-0.3
22	CSc1nc2ccccc2c(=O)n1C1CCOC(C)(C)C1 (centres undefined)	0.2	-0.3	17.1	-4.5	-4.7	9.0	-8.3	-19.9	-1.1	3.9
23	CCCOc1ccc(N2C(=O)CC(SC(=NCC)Nc3cccc(F)c3)C2=O)cc1 (centres undefined)	-11.4	-0.5	-1.8	-3.9	2.3	-1.0	5.4	-6.2	2.0	-1.2
24	O=C(O)c1ccc(CN2C(=O)c3ccccc3S2(=O)=O)cc1	-3.8	0.2	2.7	0.9	-1.6	-4.0	-0.3	-27.0	-2.3	8.5

(more compounds)
entry	SMILES	HSF1 inh	HIF activator	AI-2 QS mod	HSF-1 act	HSP90 refold inh	aSyn 5UTR inh	IEC-6 cytotox	KLF5 inh	HDAC3 inhib	Platelet DG rel
25	CCOC(=O)COC(=O)c1ccc(O)cc1	9.7	0.0	31.7	7.6	-5.1	25.4	-6.8	15.8	7.2	-5.2
26	CN(c1ccccc1C(=O)Nc1cccc([N+](=O)[O-])c1)S(=O)(=O)c1ccccc1	-9.9	0.3	20.9	-6.9	-3.9	-8.4	-2.6	-27.9	3.1	0.6
27	O=C(Nc1ccc2c(c1)OCCO2)c1ccncc1	-14.4	1.6	23.4	4.7	0.2	-42.0	0.5	-84.1	-1.8	9.2
28	Oc1ccc(N2CCN(Cc3ccc(OCCCN4CCCCC4)cc3)CC2)cc1	-1.3	0.0	21.8	-2.7	4.5	-5.1	-2.8	9.0	3.9	0.2
29	COc1ccc(-c2cc(C(=O)Nc3ccccc3)on2)cc1	4.9	2.1	17.6	47.8	-7.3	-42.5	-4.4	-23.7	-1.2	18.1
30	Cn1cc(C=C2C(=O)CC(C)(C)CC2=O)c2ccccc21	-8.5	0.1	17.1	-6.6	5.9	-45.9	13.1	-24.1	/	3.2
31	O=C(COC(=O)CCC(=O)c1ccc(F)cc1)Nc1ccccc1	0.9	0.2	38.3	0.4	3.0	-28.3	-1.3	14.1	0.8	14.5
32	O=C(O)C(c1ccccc1)N1C(=O)/C(=C\c2ccc(-c3ccccc3Cl)o2)SC1=S (centres undefined)	6.8	-32.1	37.4	19.1	-6.0	-7.6	-11.0	-58.0	-1.5	-5.2
33	Cc1ccc(C(=O)O/N=C2\CCS(=O)(=O)c3sccc32)cc1	4.8	0.0	18.3	10.1	2.2	7.4	6.1	8.1	12.2	-13.5
34	CS(=O)(=O)N(CC(=O)NCCSCc1ccccc1)c1ccccc1Cl	-2.2	0.3	13.2	-10.7	1.1	13.2	7.1	-5.6	-2.4	4.9
35	Cn1c(SCc2cccnc2)nc2cccnc21	4.4	0.9	-3.0	6.4	-3.6	-46.8	-3.5	-29.5	3.5	-1.0
36	CC1CCCCC1NS(=O)(=O)CCNC(=O)c1ccc2c(c1)OCO2 (centres undefined)	-3.5	-0.1	12.2	0.3	/	-6.8	/	/	6.9	-11.0

Continued.
entry	SMILES	HSF1 inh	HIF activator	AI-2 QS mod	HSF-1 act	HSP90 refold inh	aSyn 5UTR inh	IEC-6 cytotox	KLF5 inh	HDAC3 inhib	Platelet DG rel
37	Oc1cccc(/C=N/N=C/c2cccc(O)c2O)c1O	-17.2	4.3	11.5	-20.3	25.1*	-70.4	-2.2	-38.8	6.6	?
38	CCOc1ccc(-n2c(O)c(/C=N/Nc3nnc(C)c(=O)[nH]3)c3ccccc3c2=O)cc1	?	-0.3	68.2	-49.5	-2.1	-24.8	-0.8	-14.0	7.0	-4.1
39	CC(=O)NCCCC(=O)NC(CCC(=O)OCc1ccccc1)C(=O)OCc1ccccc1 (centres undefined)	-3.6	-1.0	9.4	8.6	-1.2	4.4	-10.6	-30.9	-1.1	3.4
40	CN1CCN(S(=O)(=O)c2ccc(Oc3ccc(F)cc3Br)nc2)CC1	-1.7	-0.2	18.6	15.7	1.0	-0.4	1.0	-4.9	/	-9.1
41	CNC(=O)Nc1cc(C(F)(F)F)cc(C(F)(F)F)c1	-4.1	0.3	-5.9	-6.0	2.3	5.6	-1.3	-7.6	5.0	-8.2
42	O=C(O)C1C2CCC(C2)C1C(=O)Nc1ccccc1 (centres undefined)	1.4	-0.2	7.2	-16.7	/	10.6	/	/	-4.0	?
43	CCOc1ccc(C(=O)N2CCN(c3ccccc3)CC2)cc1OCC	2.5	0.0	10.2	23.5	-5.4	23.3	-4.5	13.6	4.9	0.4
44	COc1cccc(CN2CCN(Cc3[nH]c4ccccc4c3C)CC2CCO)c1 (centres undefined)	10.3	-0.2	12.5	36.7	-2.6	12.0	7.3	-6.3	-4.7	10.8
45	O=C(Nc1ccccc1N1CCCCC1)c1cccs1	-2.2	0.2	12.2	19.7	1.9	0.7	-4.3	14.2	3.3	-2.9
46	O=C(OCC(=O)N1CCCC1=O)c1cc(S(=O)(=O)N2CCOCC2)ccc1Cl	1.5	-0.5	18.9	-4.4	/	0.2	/	/	?	-0.2
47	Cc1ccc(S(=O)(=O)NC(=O)c2cccn2C)cc1	-7.2	-0.3	29.7	10.6	-1.1	-9.0	-3.0	-8.7	-1.0	-4.4
48	Cc1ccc(N(CN2C(=O)C3C4CCC(C4)C3C2=O)C(=O)c2ccco2)cc1 (centres undefined)	-2.7	-3.5	12.7	6.2	1.3	19.0	4.0	16.0	-4.9	7.2
49	CCC(=O)N(CCN1CCOCC1)Cc1cc2cc3c(cc2nc1Cl)OCO3	5.8	0.1	10.9	9.9	0.3	3.6	3.1	-16.3	3.1	-12.7
50	O=c1cc(O)n(-c2ccc(Cl)cc2)c(=S)[nH]1	-1.2	-0.1	34.2	7.2	-6.2	1.1	-9.6	-17.3	4.2	-0.4

Compounds were not picked by outcome, and some 5% of all compounds hit somewhere here.
